Assay outcomes as filed in PubChem BioAssay.
D2 antagonist: D2 dopamine receptor (human) antagonism; HEK293 TREx D2 cells, calcium flux, dopamine EC80; 2% of 340,000 active; inhibition, % at 10 µM; AID 485344; in the data active = inhibition above about 30%; also: 0% is about no effect
Target sequence (P14416 whole entry, looked up): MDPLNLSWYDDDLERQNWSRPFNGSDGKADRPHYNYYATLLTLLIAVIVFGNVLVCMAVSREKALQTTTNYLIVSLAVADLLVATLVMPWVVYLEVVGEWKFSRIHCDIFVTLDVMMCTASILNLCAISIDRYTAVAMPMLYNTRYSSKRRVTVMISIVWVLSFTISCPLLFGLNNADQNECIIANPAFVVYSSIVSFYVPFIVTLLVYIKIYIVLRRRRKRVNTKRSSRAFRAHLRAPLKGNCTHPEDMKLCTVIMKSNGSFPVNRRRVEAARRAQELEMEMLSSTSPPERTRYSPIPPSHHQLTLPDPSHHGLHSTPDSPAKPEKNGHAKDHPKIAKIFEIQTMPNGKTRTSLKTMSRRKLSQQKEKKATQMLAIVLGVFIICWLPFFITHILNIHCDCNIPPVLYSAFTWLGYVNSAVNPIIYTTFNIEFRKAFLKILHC
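Calcium flux kinetic readout in an inducible HEK293 TREx D2 line plated overnight at 30 C. After 180 s compound exposure, an EC80 dopamine challenge follows with another 180 s kinetic read to detect antagonism.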
Vif-APOBEC3F blk: Vif-A3F binding inhibition; Potency, µM (top dose mostly 46.1 µM), for the others: at the highest dose activity, negative = active; 0.2% of 390,000 active; HeLa A3F-eYFP + Vif (tagged APOBEC3F with the HIV-1 protein that degrades it), YFP fluorescence increase; AID 602313; also: potency is read from the fitted curve at half-maximal effect; % of control where 0% means no effect; nearly all actives have a fitted effect of over 65% in size
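HeLa cells stably expressing Vif plus C-terminally eYFP-tagged A3F were seeded, incubated overnight at 37 deg C, dosed with compound, incubated overnight again at 37 deg C. Yellow fluorescence (Ex 488/Em 500-530) reported blocked Vif-mediated A3F-eYFP degradation.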
Vif-APOBEC3G blk: Vif-A3G binding inhibition | HeLa A3G-eYFP + Vif (tagged APOBEC3G with the HIV-1 protein that degrades it), YFP fluorescence, overnight | Potency, µM (series often up to 46.1 µM), for the others: at the highest dose activity, negative = active, hits mostly inhibitors | 0.076% of 410,000 active | AID 602310;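 also: potency is read from the fitted curve at half-maximal effect; % is scaled to controls: 0 for no effect and ±100 for the full control effect; nearly all actives have a fitted effect of over 60% in size; hits raise eYFP signal because A3G escapes Vif-driven loss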
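Read-out is eYFP fluorescence (Ex 488/Em 500-530) from Vif-expressing HeLa A3G-eYFP cells; more signal means A3G escaped Vif-mediated degradation. Cells plated overnight, compound pinned in, incubated overnight at 37 deg C.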
LDHA block: LDHA (human) enzyme inhibition | 0.15% of 480,000 active | purified LDHA, NADH/diaphorase-resazurin fluorescence; active compounds read low | activity change, % (values are at about 110 or 230 µM); in the data active = activity change below about -30%; inconclusive = mostly about -25% to -30%;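 also: plate controls were DMSO wells for no effect and wells without enzyme for full effect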
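Human LDH5 (2 nM) was incubated with 0.06 mM NADH and 0.2 mM pyruvate for 5 min at room temperature in Tris pH 7.4. Remaining NADH was coupled through diaphorase/resazurin, and resorufin fluorescence was read at 0 and 20 min.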
D2 agonist: agonists of human D2 dopamine receptor | P14416 | HEK293 T-REx D2 cells, calcium flux agonist mode | activation, % at 2 µM | 0.53% of 340,000 active | AID 485358;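 active = activation over 3 SD above normal in the single-dose calcium agonist read, cut at about 30% in these data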; also: 0% is about no effect
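HEK293 Trex D2 cells, tetracycline-induced, o/n 30 C 5% CO2; no-wash Ca dye, RT 30–90 min; 10-cycle baseline, 23 nl cpd added, kinetic Ca read 180 s; agonist hits = positive Ca response.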
Glioma ERSR ind: ER stress response induction in glioma; U87-MG GRP78 promoter luciferase reporter, 16 h; Potency, µM, without a hit: at the highest dose activation, most hits filed as activators; 0.02% of 420,000 active; also: potency is read from the fitted curve at half-maximal effect; series mostly up to about 76 µM; % of control where 0% means no effect; nearly all actives have a fitted effect of over 35% in size
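Stably transfected U87-MG glioma cells carrying a GRP78-based luciferase sensor; 16 h compound incubation. Luminescence end-point read 10 min after Bright-Glo addition at room temperature.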
RGS4 inhibitor: human RGS4 inhibition | Transcreener GDP fluorescence polarization, RGS4-accelerated GTP hydrolysis | Potency, µM (titrated, usually from 114 µM), for the others: at the highest dose activity change, negative = inhibition, actives largely listed as inhibitors | 0.039% of 390,000 active | AID 504845; also: potency is read from the fitted curve at half-maximal effect; % is scaled to controls: 0 for no effect and ±100 for the full control effect; nearly all actives have a fitted effect of over 75% in size; some results filed as inactive show a strong effect at the top dose
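MLSMR compounds (23 nl, pin-transferred) preincubated 10 min at room temperature with a 500nM (2x) first reagent, then RGS4 at 900nM (2x) plus Transcreener GDP mix added; fluorescence polarization (620/688 nm) read before and after 90 min at 30 °C.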
12-LOX inh: ALOX12 (human) lipoxygenase inhibition | 1.1% of 580,000 active | P18054 | purified 12hLO, xylenol orange hydroperoxide absorbance | Potency, µM (highest dose often 108 µM), for the others: at the highest dose activity change, negative = inhibition, usual class: inhibitors; also: potency is read from the fitted curve at half-maximal effect; % is scaled to controls: 0 for no effect and ±100 for the full control effect
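Purified human 12hLO (150 nM final) in 25 mM Hepes, 0.01% Triton X-100, pH 7.0 was preincubated 15 min at room temperature with compound. Then 40 uM arachidonic acid was added, 30 min. Hydroperoxide was read by Fe-XO absorbance ratio 573/405 nm.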
ERG Ets-DNA blk: inhibitors of human ERG Ets domain-DNA interaction; P11308; fluorescence polarization, His-ERG Ets domain / labelled DNA; Potency, µM (top dose mostly 76.9 µM), for the others: at the top dose FP activity, negative = inhibition, usual class: inhibitors; 0.028% of 370,000 active; AID 624246; active = well fitted inhibition curve with a large enough effect in the polarisation, with a control signal flat; inconclusive = small, poorly fitted or top-dose-only effect, or effect the other way, or a change in a side signal; inactive = no such curve, though single readings can be large or run the other way; the % refers to the polarisation;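 also: polarization taken with two DNA probes labelled with fluorescein and Texas red; potency is read from the fitted curve at half-maximal effect; % of control where 0% means no effect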
Target sequence (P11308 whole entry, looked up, the tested form may be a part): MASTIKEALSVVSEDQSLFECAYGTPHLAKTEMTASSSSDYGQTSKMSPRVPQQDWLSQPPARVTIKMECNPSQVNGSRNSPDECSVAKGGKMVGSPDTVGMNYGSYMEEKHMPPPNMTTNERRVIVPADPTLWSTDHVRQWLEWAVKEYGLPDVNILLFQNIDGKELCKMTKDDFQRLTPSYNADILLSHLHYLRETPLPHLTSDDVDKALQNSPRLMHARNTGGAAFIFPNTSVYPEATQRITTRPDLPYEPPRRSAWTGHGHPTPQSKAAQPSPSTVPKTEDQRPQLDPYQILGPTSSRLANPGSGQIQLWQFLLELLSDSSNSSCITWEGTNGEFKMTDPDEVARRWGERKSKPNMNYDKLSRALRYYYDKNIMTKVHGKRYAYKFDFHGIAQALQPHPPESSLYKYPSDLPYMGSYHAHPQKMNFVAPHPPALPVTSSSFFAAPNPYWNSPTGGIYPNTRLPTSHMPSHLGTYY
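His-tagged ERG Ets domain (1 uM in the protein solution; 300mM KCl, 50mM Tris-HCl, 1mM EDTA, 1mM DTT, pH 7.5) received compound, then a probe mix of 5 nM fluorescein-DNA and 100nM Texas-615-DNA. Fluorescence polarization was read for both dyes.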
* = called active by the depositor; u = inconclusive; x = no result given; & = joins results of further samples; [ ] = dose if it differs, or a comment. Unless noted, calls follow the shape of the dose curve; as a rule, active = well fitted curve in the direction sought with a large enough effect; inconclusive = small, poorly fitted or top-dose-only effect, or another doubt; inactive = no such curve, though single readings can be large; an effect the other way counts as inactive or inconclusive. These rows are one share of the data; rates above refer to the full screens.

no.	Compound	Glioma ERSR ind	Vif-APOBEC3F blk	RGS4 inhibitor	ERG Ets-DNA blk	D2 antagonist
1	COc1cccc(NC(=O)CN(C)C(=O)CCCNC(=O)c2ccc(Cl)cc2)c1	1%	6%	1%	-11%	-10
2	CC1=C(C(=O)N2CCOCC2)CC(CC(=O)NCc2cccc3ccccc23)C(=O)N1Cc1ccc(F)cc1 (configuration not stated)	-5%	15%	x	x	x
3	COC(=O)c1ccc(CC2(C)C(=O)Nc3ccc(OC(F)(F)F)cc32)o1 (configuration not stated)	-4%	x	x	x	x
4	CCCCn1c(=NC(=O)c2c(-c3c(F)cccc3Cl)noc2C)c(C(=O)OCC)cc2c(=O)n3ccccc3nc21	-3%	-2%	6%	0%	x
5	Cc1nnc(NC(=O)c2ccc(S(=O)(=O)N(C)c3ccccc3)cc2)s1	0%	-10%	20%	-4%	-25
6	COc1ccc(NS(=O)(=O)c2cccc(C(=O)N/N=C(\C)c3cccnc3)c2)cc1	-4%	0%	-27%	-6%	-11
7	CCN(CC)c1cc(Cl)c2nonc2c1N	1%	-11%	u	31%[activator]	-11
8	CCOc1ccccc1NC(=O)Nc1ccc2nc(N3CCN(C)CC3)cc(C)c2c1	-8%	-6%	-40%	9%	x
9	CCOc1ccc(S(=O)(=O)NCCC(=O)OC(C)C(=O)N2CCc3ccccc32)cc1 (configuration not stated)	1%	1%	-12%	6%	6
10	CSc1nc(N)n2nccc2n1	2%	x	x	x	x

no.	12-LOX inh	LDHA block	Vif-APOBEC3G blk	D2 agonist
1	77%[activator]	-4	0%	-0.6
2	-21%	0	-6%	x
3	-24%	3	-1%	x
4	-26%	-1	-5%	-1.8
5	u	-6	-6%	0.7
6	-24%	-5	2%	-0.9
7	u	23	-4%	-1.4
8	4%	3	-26%	x
9	-14%	-5	2%	-0.4
10	4%	-4	-3%	x

Some of the entries so far, bar-delimited:
nr | Compound | Glioma ERSR ind | Vif-APOBEC3F blk | RGS4 inhibitor | ERG Ets-DNA blk | D2 antagonist | 12-LOX inh | LDHA block | Vif-APOBEC3G blk | D2 agonist
4 | CCCCn1c(=NC(=O)c2c(-c3c(F)cccc3Cl)noc2C)c(C(=O)OCC)cc2c(=O)n3ccccc3nc21 | -3% | -2% | 6% | 0% | x | -26% | -1 | -5% | -1.8
5 | Cc1nnc(NC(=O)c2ccc(S(=O)(=O)N(C)c3ccccc3)cc2)s1 | 0% | -10% | 20% | -4% | -25 | u | -6 | -6% | 0.7
6 | COc1ccc(NS(=O)(=O)c2cccc(C(=O)N/N=C(\C)c3cccnc3)c2)cc1 | -4% | 0% | -27% | -6% | -11 | -24% | -5 | 2% | -0.9
7 | CCN(CC)c1cc(Cl)c2nonc2c1N | 1% | -11% | u | 31%[activator] | -11 | u | 23 | -4% | -1.4
8 | CCOc1ccccc1NC(=O)Nc1ccc2nc(N3CCN(C)CC3)cc(C)c2c1 | -8% | -6% | -40% | 9% | x | 4% | 3 | -26% | x
9 | CCOc1ccc(S(=O)(=O)NCCC(=O)OC(C)C(=O)N2CCc3ccccc32)cc1 (configuration not stated) | 1% | 1% | -12% | 6% | 6 | -14% | -5 | 2% | -0.4
10 | CSc1nc(N)n2nccc2n1 | 2% | x | x | x | x | 4% | -4 | -3% | x

Next results follow.
no.	Compound	Glioma ERSR ind	Vif-APOBEC3F blk	RGS4 inhibitor	ERG Ets-DNA blk	D2 antagonist
11	CCOC(=O)/C(N=Nc1ccc(Cl)cc1)=C(/O)c1ccc([N+](=O)[O-])cc1	-3%	4%	2%	10%	14
12	CC(CCl)OC(C)CCl (configuration not stated)	-4%	-2%	3%	-10%	2
13	O=C1c2ccccc2NC(c2ccc([N+](=O)[O-])cc2)N1O (configuration not stated)	-1%	8%	-6%	-8%	-6
14	O=C(CN1CCN(C(=O)C2CC2)CC1)Nc1cc(C(F)(F)F)cc(C(F)(F)F)c1	-1%	-10%	-9%	-12%	26
15	COc1cccc(N2CC(NC(=O)c3ccc(S(=O)(=O)N4CCOCC4)cc3)CC2=O)c1 (configuration not stated)	-4%	1%	-22%	0%	x
16	Clc1ccc2c(c1)C1=C(C(c3ccncc3)O2)C(c2ccc(Br)cc2)n2ncnc2N1 (configuration not stated)	-4%	4%	-5%	1%	1
17	CCOc1ccc(NC(=O)Cn2c(=O)cc(C)c3c(C)nn(-c4ccc(CC)cc4)c32)cc1	0%	-3%	-23%	-2%	x
18	Cc1cccc(Nc2nnc(SCC(=O)NC3CCCc4ccccc43)s2)c1C (configuration not stated)	-4%	3%	0%	-3%	x
19	COC(=O)CSc1nsc(SCC(=O)OC)n1	-3%	0%	8%	-1%	-1
20	CCCNc1c(NC(=O)COc2ccc(Cl)cc2)c(=O)oc2ccccc12	-3%	-1%	-3%	2%	-4

no.	12-LOX inh	LDHA block	Vif-APOBEC3G blk	D2 agonist
11	8%	-10	1%	-0.6
12	-3%	-8	3%	0.4
13	-24%	3	3%	3.2
14	320%[activator]	-2	-1%	-1.0
15	6%&-16%	-12&-1	3%	-1.9
16	-10%	-7	-1%	-0.4
17	-12%	-2	4%	-0.6
18	-12%	-8	4%	x
19	-1%	-19	0%	0.7
20	u	0&-8	-1%	0.0

Continuation.
no.	Compound	Glioma ERSR ind	Vif-APOBEC3F blk	RGS4 inhibitor	ERG Ets-DNA blk	D2 antagonist
21	COC(=O)c1ccc2c(=O)n(CCCCCC(=O)O)c(=S)[nH]c2c1	-11%	-14%	-11%	-4%	0
22	CNC(=O)c1ccc(-c2nc(-c3ccccc3)cs2)cc1	1%	16%	23%	6%	-10
23	O=C(CN1CCN(S(=O)(=O)c2ccccc2)CC1)Nc1ccnn1C1CCCC1	5%	-1%	-25%	-1%	-14
24	CCOC(=O)C1(Cc2ccccc2C)CCCN(C(=O)CCc2c(C)noc2C)C1 (configuration not stated)	6%	-2%	14%[11.4 µM]	-4%	12
25	COc1ccc(C(=O)OCC(=O)NC2CCCC2)c(OC)c1	-1%	-7%	32%	3%	-15
26	C=CCn1c(=O)/c(=C\c2ccsc2)s/c1=C(/C#N)C(=O)NCCN1CCOCC1	-2%	2%	4%	-12%	-26
27	CC(=O)NC(=S)Nc1ccc(NC(=S)NC(=O)c2ccc([N+](=O)[O-])cc2)cc1	-9%	1%	-15%	-1%	1
28	COc1ccc(NC2=NCC(Cc3ccc(Br)cc3)S2)cc1 (configuration not stated)	0%	-11%	24%	-4%	8
29	O=C(NCCS(=O)(=O)NCc1ccccn1)c1ccccc1	-4%	5%	-8%	9%	x
30	CCOC(=O)c1ccc(NC(=O)Cn2cc3c(n2)CCC(C)C3)cc1 (configuration not stated)	-3%	3%	7%	1%	-12

no.	12-LOX inh	LDHA block	Vif-APOBEC3G blk	D2 agonist
21	-7%	1	1%	-0.8
22	-26%	-12	1%	0.2
23	23%	0	2%	0.3
24	-1%	-1	1%	-1.0
25	-10%	-3	2%	0.1
26	x	-1	0%	0.1
27	0%	-13	0%	0.1
28	u	-5	-19%	-1.4
29	-20%	-4	1%	x
30	450%[activator]	-1	1%	1.5

Additional results follow:
no.	Compound	Glioma ERSR ind	Vif-APOBEC3F blk	RGS4 inhibitor	ERG Ets-DNA blk	D2 antagonist
31	COc1ccc(OCC(O)CN2C(=O)c3ccccc3S2(=O)=O)cc1 (configuration not stated)	1%	-5%	6%	-1%	-18
32	CC(Oc1ccc2c3c(c(=O)oc2c1)CCC3)C(=O)NCCN1CCOCC1 (configuration not stated)	-5%	1%	-1%	-1%	-24
33	Cc1cc(C(=O)CN2C(=O)NC3(CCCc4ccccc43)C2=O)c(C)n1Cc1cccs1 (configuration not stated)	1%	1%	19%[11.4 µM]	6%	-1
34	CN1CC(=O)N(CC(=O)NC2CCCCC2)C1=O	-5%	9%	-11%	-3%	x
35	Cc1cccc(C(=O)OCC(=O)N(CC(C)C)c2c(N)n(Cc3ccccc3)c(=O)[nH]c2=O)c1C	-4%	u	9%	-1%	-8
36	Cc1cc(C)cc(-n2c(SCC(=O)Nc3cccc(F)c3)nc3c([nH]c4ccccc43)c2=O)c1	-3%	u	-16%	7%	x
37	Cc1csc(C(=O)O)c1-n1cccc1	-1%	4%	-5%[56.9 µM]	-2%	-7
38	CCCc1[nH]nc2c1C(c1ccc(OC)c(Cn3nc(C)c(Br)c3C)c1)C(C#N)=C(N)O2 (configuration not stated)	u	-14%	15%[11.4 µM]	-5%	-24
39	Cc1nc(C)n(CC(=O)N2CCCC(C(=O)c3ccc(Cl)cc3C)C2)n1 (configuration not stated)	-1%	0%	14%[56.9 µM]	-2%	5
40	COCCCN1C(=O)C(CC(=O)NCC2CCCCC2)CC(C(=O)N(C)C)=C1C (configuration not stated)	-2%	-6%	x	x	x

no.	12-LOX inh	LDHA block	Vif-APOBEC3G blk	D2 agonist
31	u	3	-3%	-0.7
32	0%	-3	0%	0.5
33	-1%	-1	0%	0.5
34	-8%	-5	2%	x
35	-17%	-3	1%	0.1
36	-25%	-8	-22%	1.3
37	2%	-4	1%	1.2
38	-3%	-5	-11%	0.2
39	-9%	-4	-1%	0.0
40	6%	0	3%	x
